# Source: PubChem
# yeast mlh1 rad18: NCI yeast anticancer drug screen, S. cerevisiae mlh1 rad18 strain. growth inhibition, % at 50 µM. 11% of 79,000 active. AID 175;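 further: 0% = growth of vehicle-only cultures of the same strain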
#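 Read-out is yeast growth inhibition, calculated against vehicle-only controls. The compound was applied to a strain engineered with DNA damage repair alterations.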
# yeast sgs1 mgt1: NCI yeast anticancer drug screen, S. cerevisiae sgs1 mgt1 strain | 10% of 78,000 active | growth inhibition, % at 50 µM;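 further: 0% = growth of vehicle-only cultures of the same strain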
#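 Read-out: growth inhibition vs vehicle controls. Cells: mutant yeast strain deficient in DNA damage repair.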
# bub3: NCI yeast anticancer drug screen, S. cerevisiae bub3 mutant strain; % growth inhibition at 50 µM; 9.9% of 78,000 active;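 further: 0% = growth of vehicle-only cultures of the same strain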
#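 Whole-cell yeast assay. The mutant strain was incubated with compounds, and growth inhibition was determined by comparison with vehicle-treated cells.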
# yeast rad50: NCI yeast anticancer drug screen, S. cerevisiae rad50 strain | 10% of 79,000 active | growth inhibition, % at 50 µM | AID 155;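 further: 0% = growth of vehicle-only cultures of the same strain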
#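 A DNA repair-deficient yeast mutant serves as the test organism; compound-induced growth inhibition is calculated against vehicle-treated cells.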
# mec2-1: NCI yeast anticancer drug screen, S. cerevisiae mec2-1 strain; % growth inhibition at 50 µM; 9% of 79,000 active;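 further: 0% = growth of vehicle-only cultures of the same strain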
#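 Yeast mec2-1 mutant treated with compound. Readout: growth inhibition vs vehicle controls.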
# cln2 rad14: NCI yeast anticancer drug screen, S. cerevisiae cln2 rad14 strain; % growth inhibition at 50 µM; 8.3% of 78,000 active;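 further: 0% = growth of vehicle-only cultures of the same strain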
#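 Strain: cln2 rad14 yeast, altered in cell cycle control and DNA damage repair. Read-out: growth inhibition vs vehicle.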
# * hit, by the source's call; & = joins results of further samples; ! = not active in a repeat. No stated cut-off is given here; in the data, active means growth inhibition above about 70%; inactive means the rest. Compounds were not picked by outcome. Share with any hit: about 14%.
SMILES,yeast mlh1 rad18,yeast sgs1 mgt1,bub3,yeast rad50,mec2-1,cln2 rad14
CCCCCCCCCCCCCCCCCCOCC(COP(=O)([O-])OCC[N+](C)(C)C)OC (configuration not stated),-47.0&-1.2,91.5*!,90.5*!,90.0*!,91.4*!,88.2*!
Cc1cc(OCCCCCCC[N+](C)(C)Cc2ccc([N+](=O)[O-])o2)c(C(C)C)cc1Cl,99.7*,99.8*,99.5*,99.6*,99.8*,99.6*
CCOc1ncc(C(O)c2ccco2)c(OCC)n1 (configuration not stated),-8.0,5.7,3.1,-0.8,5.8,-47.8
COC1=CC(=O)C(=O)C=C1C(C)(C)C,9.6,48.8,49.4,49.2,40.3,2.5
CCOC(=O)CC(=O)Nc1sc(CC)cc1C(=O)OCC,-21.9,-12.5,8.9,-18.1,-33.9,-15.1
c1ccc(-c2c3ccccc3cc3c2ccc2ccccc23)cc1,0.6,-4.0,19.5,-13.4,-12.2,9.2
C=C(CN(C)C)C(=O)c1ccc(OC2OC(COC(C)=O)C(OC(C)=O)C(OC(C)=O)C2OC(C)=O)cc1 (configuration not stated),-18.9,-8.8,-3.8,-5.7,-18.4,10.4
CCCCn1cnc2ccc3nc(-c4ccccc4)c(-c4ccccc4)nc3c2c1=O,4.7,9.3,1.5,43.8,-15.4,4.1
Nc1nc(N)c(NC(=O)CCCO)c(=O)[nH]1,-53.0,-13.3,-23.8,-4.0,-2.4,6.8
CN1c2ccccc2C(=O)N2C(=O)CCC21C (configuration not stated),-11.1,-20.7,-13.4,-38.9,-15.4,-14.2
CCC1=C(c2ccc(OC(C)=O)cc2)Cc2cc(OC(C)=O)ccc21,4.5,5.5,26.0,-4.5,-9.0,4.0
CC(C)(C)c1ccn[nH]1.CC(C)(C)c1ccn[nH]1.[Cl-].[Cl-].[O]=[V][O-],-12.8,9.7,-21.8,0.9,-12.4,-29.2
CC(C)(O)/C=C\P(C)(=O)c1ccccc1 (configuration not stated),-31.4,-4.7,-32.5,-30.9,-21.9,9.8
CCNCc1cccc2ccnc(C)c12,1.4,13.0,-4.2,-2.3,10.9,1.6
COc1cc2c(c(OC)c1OC)-c1c(cc3c(c1OC)OCO3)CC(C)C(C)(O)C2OC(=O)c1ccccc1 (configuration not stated),87.8*,85.4*,72.2*,71.2*,55.5,50.2
O=[N+]([O-])c1ccc(Cl)cc1C1ON=C(c2ccccc2)N1C12CC3CC(CC(C3)C1)C2 (configuration not stated),3.0,-0.9,-11.9,-3.9,-1.4,-2.4
CC1=CC(=O)C(=C(C)C)CC1,-54.1,-35.7,-22.7,4.0,-15.8,-16.4
Cc1cc(Cl)nc(Cl)c1C(N)=O,13.3,19.1,21.0,-8.3,-13.0,10.3
CCCc1onc(-c2noc(CCC)c2CC)c1CC,15.7,-1.9,-19.4,15.8,-6.7,9.8
O=C1Cc2c(-c3ccccc3)cc(-c3ccc(Cl)cc3)nc2-c2ccccc2N1,-26.5,-10.9,2.1,-3.2,-19.4,9.4
CCOC(=O)CC(C)C1(C=O)CCCCC1=O (configuration not stated),-17.4,-11.7,-19.5,-3.2,-30.3,7.2
CC(=O)Nc1cc(Br)cc2c1-c1ccc(Br)cc1C2,23.4,16.2,5.3,36.7,14.7,8.2
O=C(CC1CCCC(CC(=O)c2ccccc2)N1CCc1ccccc1)c1ccccc1 (configuration not stated),89.2*,92.8*,89.7*,89.7*,90.6*,91.8*
CCNc1ncc2nc(CC(=O)OC)c(=O)n(CC)c2n1,-4.4,4.8,10.5,-10.3,1.6,-75.6
Cn1c(N)c(NC(=S)NCC2CCCCC2)c(=O)n(C)c1=O,1.5,-1.2,-3.6,-2.8,-5.0,-9.6

# Additional structures:
SMILES,yeast mlh1 rad18,yeast sgs1 mgt1,bub3,yeast rad50,mec2-1,cln2 rad14
COc1cc(C2(C)SCCCS2)c(I)c(OC)c1OC,-14.4,-8.2,2.9,-8.6,-3.0,13.2
C=CSS/C(=C/N(C=O)Cc1cnc(C)nc1N)CCO,-10.0,-18.9,-17.1,-10.6,-33.5,1.9
CC(C)(C)CC(C)(C)c1ccc(O)c(O)c1,93.2*,94.5*,93.3*,93.3*,94.2*,92.3*
O=C1/C(=C\c2ccccc2)c2ccccc2N1/N=C\c1ccccc1,30.4,13.4,12.3,42.3,10.7,17.1
O=NN(Cc1ccccc1)c1ccc(OCc2ccccc2)c(NC(=O)CCC2OCCO2)c1,9.5,30.4,39.9,7.0,4.2,7.0
CCC(c1ccc2oc(C)cc2c1)C(CC)c1ccc2oc(C)cc2c1 (configuration not stated),-23.2,-3.5,45.0,-15.4,-4.9,13.2
COc1cc(Nc2nc3ccccc3nc2C(=O)O)cc(OC)c1OC,-45.4,-16.1,16.9,-26.2,-9.4,2.5
Nc1ccc2[nH]c(=S)sc2c1,3.4,-7.2,-0.7,11.2,16.4,-1.6
C#CCOC(=O)C(N)CS (configuration not stated),-13.7,-13.6,-4.4,-7.0,-20.3,9.8
COCc1ccccc1-n1nccc1S(C)=O (configuration not stated),-2.6,1.8,3.2,-10.9,25.4,4.1
COC(=O)C1(NC(=O)C(Cc2ccccc2)N(C(=O)OC(C)(C)C)C(=O)OC(C)(C)C)CCCC1 (configuration not stated),32.4,2.5,2.5,-23.4,2.2,1.1
Cc1sc2[nH]c(=O)oc(=O)c2c1C,55.8,36.2,10.5,44.0,-10.1,30.1
O=C(O)CCC1CCc2cccc(OCC(=O)O)c2C1=O (configuration not stated),-11.7,-16.2,-4.4,2.0,-4.3,23.5
CCS(=O)(=O)CCNCCS(=O)(=O)CC,10.6,16.6,8.8,15.9,11.3,36.6
C[N+](C)([O-])CCOc1cc2c(c3ccccc13)-c1ccccc1C2=O,16.9,-8.2,0.1,83.8*,-4.3,13.0
Nc1ncnc(N)c1/C=N/O,-13.2,-18.4,-3.9,-17.8,1.8,-20.8
O=C1OC2(CC1C1(O)C3CC4CC(C3)CC1C4)C1CC3CC(C1)CC2C3 (configuration not stated),-46.5,-43.0,-52.0,-33.5,-54.3,-36.2
CCN(CC)CCC(=O)OC1C(C)=CC(C)C(=O)CC(C(C)CC2CCC(O)C(OC)C2)OC(=O)C2CCCCN2C(=O)C(=O)[C@@]2(O)OC(CCC2C)CC(OC)\C(C)=C/C=C/C=C/C(C)CC(C)C(=O)C1OC (some centres not stated),92.2*,93.4*,92.8*,90.9*,93.0*,87.7*
O=C(/C=C\c1ccccc1)OC(c1ccccc1)c1ccc(Br)cc1 (configuration not stated),8.0,14.1,-3.4,17.9,6.2,-4.0
Cn1c(=O)c2ccccc2[n+]2c(-c3cccc([N+](=O)[O-])c3)csc12,-9.0,41.5,-8.8,-3.9,-15.3,25.6
O=c1[nH]c(=O)n(C2OC(COP(=O)(O)OP(=O)(O)OC3OC(CO)C(O)C(O)C3O)C(O)C2O)cc1F (configuration not stated),9.8,8.8,-15.3,1.1,3.6,18.9
CCOC(=O)c1c(-c2ccccc2)csc1NC(=O)CN1CCOCC1,14.1,2.2,3.0,3.2,-2.8,-0.4
C=C(c1nc2ccc(Cl)cc2[nH]c1=O)C(O)c1ccc(C(O)C(=O)c2nc3ccc(Cl)cc3[nH]c2=O)cc1 (configuration not stated),9.1,-15.6,-1.4,5.8,4.5,-68.8
CC1OC(n2cnc3c(=O)[nH]cnc32)C(O)C(O)C1O (configuration not stated),-2.4,14.6,-19.5,4.4,4.5,-34.6
O=[N+]([O-])c1ccc(CS(=O)Cc2ccccc2)cc1 (configuration not stated),31.7,1.4,6.8,10.9,-18.6,0.1

# As a short view, some entries already given:
SMILES,yeast mlh1 rad18,yeast sgs1 mgt1,bub3,yeast rad50,mec2-1,cln2 rad14
O=C1/C(=C\c2ccccc2)c2ccccc2N1/N=C\c1ccccc1,30.4,13.4,12.3,42.3,10.7,17.1
O=NN(Cc1ccccc1)c1ccc(OCc2ccccc2)c(NC(=O)CCC2OCCO2)c1,9.5,30.4,39.9,7.0,4.2,7.0
CCC(c1ccc2oc(C)cc2c1)C(CC)c1ccc2oc(C)cc2c1 (configuration not stated),-23.2,-3.5,45.0,-15.4,-4.9,13.2
COc1cc(Nc2nc3ccccc3nc2C(=O)O)cc(OC)c1OC,-45.4,-16.1,16.9,-26.2,-9.4,2.5
Nc1ccc2[nH]c(=S)sc2c1,3.4,-7.2,-0.7,11.2,16.4,-1.6
C#CCOC(=O)C(N)CS (configuration not stated),-13.7,-13.6,-4.4,-7.0,-20.3,9.8
COCc1ccccc1-n1nccc1S(C)=O (configuration not stated),-2.6,1.8,3.2,-10.9,25.4,4.1
COC(=O)C1(NC(=O)C(Cc2ccccc2)N(C(=O)OC(C)(C)C)C(=O)OC(C)(C)C)CCCC1 (configuration not stated),32.4,2.5,2.5,-23.4,2.2,1.1
Cc1sc2[nH]c(=O)oc(=O)c2c1C,55.8,36.2,10.5,44.0,-10.1,30.1
O=C(O)CCC1CCc2cccc(OCC(=O)O)c2C1=O (configuration not stated),-11.7,-16.2,-4.4,2.0,-4.3,23.5
CCS(=O)(=O)CCNCCS(=O)(=O)CC,10.6,16.6,8.8,15.9,11.3,36.6
C[N+](C)([O-])CCOc1cc2c(c3ccccc13)-c1ccccc1C2=O,16.9,-8.2,0.1,83.8*,-4.3,13.0
Nc1ncnc(N)c1/C=N/O,-13.2,-18.4,-3.9,-17.8,1.8,-20.8

# Following part:
SMILES,yeast mlh1 rad18,yeast sgs1 mgt1,bub3,yeast rad50,mec2-1,cln2 rad14
C/C(=N\N)c1cnc(N)nc1C,-12.8,7.7,-11.7,-2.8,5.4,-6.3
CCOC(=O)C(CCSC)C(=O)OCC,2.4,-0.1,-2.4,11.0,12.8,76.1*
O=C1OC(c2cccs2)Sc2ccccc21 (configuration not stated),4.2,13.5,6.0,15.2,6.0,10.3
CCCCC(O)CNc1ccccc1 (configuration not stated),3.8,5.7,9.7,-7.4,14.7,-5.8
CCN(CCC#N)C(=S)Nc1ccc(C)c(C)c1,0.1,0.0,-8.6,-9.0,-8.6,1.0
NC(=O)c1ccc(-c2csc(=S)[nH]2)s1,-5.3,-15.5,-19.1,-1.9,-9.7,-13.1
C=CCN1C(SC)=NC(=O)C1(c1ccccc1)c1ccccc1,22.8,8.8,10.2,14.8,9.9,-10.2
CC(C)=CCC/C(C)=N\Nc1ccc([N+](=O)[O-])cc1[N+](=O)[O-],5.4,4.8,2.1,-39.4,-6.7,-15.6
COc1ccc(Nc2nnc(-c3nsc4ccccc34)s2)cc1,-24.9,-37.9,-27.9,-2.5,-28.4,22.2
O=C(/C(=N/Nc1ccccc1)c1ccc([N+](=O)[O-])cc1)c1ccc([N+](=O)[O-])cc1,5.9,8.6,-1.4,19.4,15.1,14.7
O=C1N(C[P+](c2ccccc2)(c2ccccc2)c2ccccc2)CCCN1C[P+](c1ccccc1)(c1ccccc1)c1ccccc1,12.3,3.5,15.1,17.4,7.4,14.9
CC(=Nc1ccccc1)Nc1ccccc1,48.1,18.1,4.7,-5.5,3.3,-20.6
Cc1ccc(C)c(C[n+]2ccccc2C2(C)OCCO2)c1,31.2,29.7,4.4,-9.3,30.2,17.9
CCCC(=O)C(CC)C(=O)C(=O)Nc1nc([N+](=O)[O-])cs1 (configuration not stated),-17.7,13.8,4.4,-6.5,6.3,-8.7
COc1ccc(C2CC(c3c(O)ccc4ccccc34)=NN2)cc1OC (configuration not stated),89.7*,90.4*,90.5*,89.2*,91.8*,90.2*
CCOC(=O)Nc1cccc(F)c1,-0.5,22.9,-21.1,-10.9,14.7,-44.6
CCCCCCCCCCCCCCSc1cc(OC(=O)NC)c(OC)c(OC)c1OC(=O)NC,6.7,8.4,-1.1,18.9,-11.7,24.3
N/N=C1\C(=O)N(Cc2ccccc2)C(=O)C1C(=O)NCc1ccccc1 (configuration not stated),3.5,3.4,19.4,7.5,13.8,-36.8
CC1=CC(=O)C=CC1=Nc1ccc(O)cc1,16.2,3.2,-3.0,32.8,-8.0,-15.2
O=C(CN1CCN(c2ccccc2)CC1)N1CCc2c([nH]c3ccccc23)C1c1cccnc1 (configuration not stated),-21.6,-19.6,4.3,2.5,-19.8,28.6
CCC1=C(c2ccccc2)C(=O)c2ccccc21,-1.1,17.4,-0.9,12.3,-8.7,-24.3
COc1ccc(-c2cc(=O)c3c([nH]2)CCCC3)cc1,5.5,-11.2,-4.3,-10.9,-7.0,-16.8
CS(=O)(=O)OCCn1cnc2nc(NC(=O)c3ccccc3)[nH]c(=O)c21,-24.6,-12.7,-19.2,-13.1,-20.6,0.6
CC(/C=N/NS(=O)(=O)c1ccc(C)cc1)=C(c1ccccc1)c1ccccc1,85.0*,82.5*,70.4*,81.2*,55.5,72.8*
O=C1Sc2ccccc2C(=O)N2CSCC12 (configuration not stated),-48.6,-69.0,-22.2,-46.1,-3.5,9.7
CCCCCSc1nc2c([nH]1)c(=O)n(C)c(=S)n2C,-15.6,1.9,0.6,14.5,-6.3,-8.8
